mcGAS lum: blocks mouse cGAS activity | 160,000 tested, 0.15% active | recombinant cGAS, Kinase-Glo ATP depletion luminescence | AID 1259399 | inhibition, % at 12.5 µM | Q8C6L5;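 also: 0% = negative control wells and 100% = reference inhibitor with no enzyme activity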
NPYLR7 ag: activates Aedes aegypti NPYLR7 receptor; 270,000 tested, 0.15% active; AID 1259423; HEK293T NPYLR7/Galpha15, GCaMP6s calcium fluorescence; activation, % at 10 µM; in the data active = activation above about 40%;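 also: 0% = vehicle and 100% = reference agonist at the receptor; some compounds past the cut are filed as inactive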
hcGAS lum: human cGAS inhibition; recombinant h-cGAS, ATP depletion, Kinase-Glo luminescence; 290,000 tested, 0.081% active; inhibition, % at 12.5 µM;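 also: 0% = vehicle reaction and 100% = reaction without DNA for no activity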
Target sequence (Q8N884 whole entry, looked up): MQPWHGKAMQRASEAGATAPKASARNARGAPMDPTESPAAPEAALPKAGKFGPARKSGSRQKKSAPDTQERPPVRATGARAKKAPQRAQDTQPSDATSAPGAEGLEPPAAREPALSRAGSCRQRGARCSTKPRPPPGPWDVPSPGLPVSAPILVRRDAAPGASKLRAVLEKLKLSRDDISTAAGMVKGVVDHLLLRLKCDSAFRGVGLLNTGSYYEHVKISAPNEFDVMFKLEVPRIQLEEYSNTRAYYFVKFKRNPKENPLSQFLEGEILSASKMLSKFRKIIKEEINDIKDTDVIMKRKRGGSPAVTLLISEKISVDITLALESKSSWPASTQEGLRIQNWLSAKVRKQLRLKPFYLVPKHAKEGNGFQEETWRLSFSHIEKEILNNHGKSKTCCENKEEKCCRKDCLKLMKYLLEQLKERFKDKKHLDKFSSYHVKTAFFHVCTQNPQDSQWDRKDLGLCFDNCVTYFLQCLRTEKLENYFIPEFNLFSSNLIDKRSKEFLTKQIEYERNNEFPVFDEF
An asterisk follows results filed as active; & = joins results of further samples. Rule as the data show it, unless noted: active = inhibition above about 40%; inactive = the rest.

For CCOC(=O)C(Cc1ccc(Cl)cc1)NC(=O)c1c(C)oc(C)c1-c1ccccc1 (centres undefined) the results were mcGAS lum -4, NPYLR7 ag -11 and hcGAS lum -5.
Cc1cccn2c(CNC(=O)[C@@]34CC[C@@](C)(OC3=O)C4(C)C)cnc12 was read as NPYLR7 ag 18 and hcGAS lum -6.
CCN(CC)c1ccc(/C=N\NC(=O)CSc2nnc(-c3ccccc3)n2-c2ccccc2)c(O)c1 was read as NPYLR7 ag -4 and hcGAS lum -8.
`O=C(COc1ccccc1)N[C@H]1[C@H](O)[C@@H]2O[C@H]1c1ccccc12` gave mcGAS lum -5, NPYLR7 ag 1 and hcGAS lum -5.
Screening Nc1nc(NCc2ccccc2Cl)n(-c2ccccc2)n1 returned mcGAS lum -3, NPYLR7 ag -3 and hcGAS lum -5.
Screening COc1ccc2cc(C3CN(c4ncccc4F)CCO3)ccc2c1 (centres undefined) returned mcGAS lum -13, NPYLR7 ag 7 and hcGAS lum -7.
`O=C(Nc1c2c(nn1-c1ccccc1)CS(=O)(=O)C2)C12CC3CC(CC(C3)C1)C2` gave NPYLR7 ag -2 and hcGAS lum -4.
Screening COc1ccc(C(=O)C2CCCN(Cc3ccnc(C(C)C)n3)C2)cc1F (centres undefined) returned NPYLR7 ag -1 and hcGAS lum 0.
For O=C(Nc1ccc(F)cc1)C(C1CCCC1)N1CCN(C(=O)c2ccc(C(F)(F)F)cc2)CC1 (centres undefined) the results were mcGAS lum -6, NPYLR7 ag 10 and hcGAS lum -7.
COc1ccc(C(=O)CSc2ccc3nnc(CCNC(=O)c4ccccc4)n3n2)cc1 was read as mcGAS lum -3, NPYLR7 ag -21 and hcGAS lum 2.
For CCOC(=O)C1=C(C)NC2=C(C(=O)CC(c3ccc(OC)cc3)C2)C1c1ccc(O)cc1 (centres undefined) the results were mcGAS lum -3, NPYLR7 ag -2 and hcGAS lum 0.
Cc1ccc(S(=O)(=O)Nc2nc3ccccc3nc2Nc2ccc3nsnc3c2)cc1 was read as mcGAS lum -9, NPYLR7 ag -1 and hcGAS lum -9.
`CC(=O)N1CCC2(CC1)OC(=O)C(C)=C2C(=O)N1CCCC1` gave NPYLR7 ag 3 and hcGAS lum -3.
For O=C1C2C3C=CC(C2C(=O)N1c1ccccn1)C1C2C(=O)N(c4ccccn4)C(=O)C2C31 (centres undefined) the results were mcGAS lum -6, NPYLR7 ag -13 and hcGAS lum -2.
CC(NC(=O)c1ccc(Cl)c([N+](=O)[O-])c1)c1nnc(SCc2ccc(F)cc2)n1-c1ccc([N+](=O)[O-])cc1 (centres undefined) was read as mcGAS lum 2, NPYLR7 ag -12 and hcGAS lum 3.
For CC(C)N1CCC(NC(=O)c2cnc3onc(CC(C)(C)C)c3c2)C1 (centres undefined) the results were NPYLR7 ag -20 and hcGAS lum -2.
Screening CCCCCN(CC(=O)Nc1cc(-c2ccccc2)nn1-c1ccccc1)C(=O)CCc1ccccc1 returned mcGAS lum -6, NPYLR7 ag 15 and hcGAS lum -4.
For O=C(Cn1cnc2sc(-c3ccccc3)cc2c1=O)NC1CCOc2ccccc21 (centres undefined) the results were NPYLR7 ag -1 and hcGAS lum -12.
Screening CCN(CC)C1CCN(Cc2ccc(C(=O)Nc3cnn(C)c3)cc2)C1 (centres undefined) returned NPYLR7 ag -3 and hcGAS lum -2.
`CCOc1ccc(-c2cc3c(=O)n(CC(=O)Nc4cc(OC)ccc4OC)ncn3n2)cc1` gave mcGAS lum -10, NPYLR7 ag -11 and hcGAS lum -9.

Next section, starting with the last two of the part before.
Screening CCN(CC)C1CCN(Cc2ccc(C(=O)Nc3cnn(C)c3)cc2)C1 (centres undefined) returned NPYLR7 ag -3 and hcGAS lum -2.
`CCOc1ccc(-c2cc3c(=O)n(CC(=O)Nc4cc(OC)ccc4OC)ncn3n2)cc1` gave mcGAS lum -10, NPYLR7 ag -11 and hcGAS lum -9.
`CCN(CC)c1ccc(NC(=O)C2CCN(C(=O)c3cccs3)CC2)cc1` gave NPYLR7 ag 6 and hcGAS lum -4.
For COC(=O)[C@@H]1C[C@@H](O)CN1Cc1cccc(C(=O)Nc2c(C)cccc2C)c1 the results were mcGAS lum -16 and hcGAS lum -4.
COC(=NC1CCCc2ccccc21)NC(=O)c1cccc(C(F)(F)F)c1 (centres undefined) was read as mcGAS lum -6, NPYLR7 ag 19 and hcGAS lum -6.
O=C(NCC1CCCN(C(=O)CCc2cnccn2)C1)c1ccc(-c2ccccc2)cc1 (centres undefined) was read as NPYLR7 ag 3 and hcGAS lum -1.
For CN(Cc1cccs1)C(=O)c1ccc2oc(CCc3ccccc3)nc2c1 the results were mcGAS lum -8, NPYLR7 ag 16 and hcGAS lum -5.
`Cc1cc2c(cc1Cl)N(C(=O)Nc1ccc(Oc3cccnc3C)nc1)CC2` gave mcGAS lum -4, NPYLR7 ag 5 and hcGAS lum -4.
`CC(C)CCn1c(SCc2ccccc2Cl)nc2c1c(=O)[nH]c(=O)n2C` gave NPYLR7 ag -1 and hcGAS lum -3.
c1ccc(CCc2nc(CCN3CCCO3)n(-c3ccccn3)n2)cc1 was read as NPYLR7 ag 6 and hcGAS lum -5.
`CN(C)CC1(O)CCCN(C(=O)c2ccc(N(C)C)c3ccccc23)CC1` (centres undefined) gave mcGAS lum -11, NPYLR7 ag 3 and hcGAS lum -5.
Screening CN1CCC2(CCC1=O)CCN(c1nccc3ccccc13)CC2 returned NPYLR7 ag 8 and hcGAS lum -4.
`CC(C)C(=O)Nc1ccc(N(C)C)c(CN(CCN(C)C)C(=O)c2ccc(F)cc2)c1` gave mcGAS lum 0, NPYLR7 ag -2 and hcGAS lum -2.
CC1CCC2(CC1)OCC(C(=O)NC(C)C)N2C(=O)CC(C)(C)C (centres undefined) was read as mcGAS lum -3, NPYLR7 ag 13 and hcGAS lum 1.
`S=C(NN=CC1CC=CCC1)NC1CCCCC1` (centres undefined) gave mcGAS lum -6, NPYLR7 ag 0 and hcGAS lum -9.
For CC1CCCN(S(=O)(=O)N2C(C)CC2(C)C)C1 (centres undefined) the results were NPYLR7 ag 0 and hcGAS lum -6.
Screening CC1C(=O)N(c2cccc(Br)c2)CCN1C(=O)c1ccco1 (centres undefined) returned NPYLR7 ag -2 and hcGAS lum 2.
`CCN(CC(C)(C)O)C(=O)Cc1ccc(C(F)(F)F)cc1` gave NPYLR7 ag 5 and hcGAS lum -7.
`Cc1cccc(CO[C@]2(C(=O)NC3CC3)CC(OCc3ccccc3C#N)[C@@H]3OC(C)(C)O[C@@H]3C2)c1` (some centres undefined) gave mcGAS lum -5, NPYLR7 ag 5 and hcGAS lum -7.
`O=C(O)CC1SC(=NN=Cc2ccco2)NC1=O` (centres undefined) gave NPYLR7 ag 13 and hcGAS lum -9.
O=C(C=Cc1ccccc1)N(Cc1ccco1)C1CCS(=O)(=O)C1 (centres undefined) was read as NPYLR7 ag 14 and hcGAS lum -7.
CCOC(=O)c1c(NC(C)=O)sc2c1CCC(/C=N\NC(=O)c1ccncc1)=C2Cl was read as NPYLR7 ag -2 and hcGAS lum -4.
Screening CC1(C(=O)N2CCN(C(=O)c3ccco3)CC2)CCN1CCOc1ccccc1 (centres undefined) returned NPYLR7 ag 3 and hcGAS lum -10.
CC(C)CC1SCC(C(=O)O)N1C(=O)c1ccccc1 (centres undefined) was read as NPYLR7 ag 10 and hcGAS lum 0.
`COc1cccc(CSc2nnc(CNC(=O)Nc3ccccc3F)n2-c2ccc([N+](=O)[O-])cc2)c1` gave mcGAS lum -5, NPYLR7 ag -3 and hcGAS lum -1.
CC1CCN(c2c(NCC3CCC(C(=O)N4CCCC(C)C4)CC3)c(=O)c2=O)CC1 (centres undefined) was read as mcGAS lum -4, NPYLR7 ag 3 and hcGAS lum -7.
`COc1ccc(CCN(Cc2ccc(C)o2)C(=O)CN(CCN2CCCC2)C(=O)c2cccs2)cc1OC` gave mcGAS lum -3, NPYLR7 ag -2 and hcGAS lum -2.
CCc1cccc2c(C(CC(=O)NCCCOC)c3ccc4c(c3)OCO4)c[nH]c12 (centres undefined) was read as mcGAS lum -5, NPYLR7 ag 31 and hcGAS lum -5.
`O=C1CN(C(=O)CCCC2CCCCC2)c2ccncc2N1` gave NPYLR7 ag -2 and hcGAS lum 0.
Screening COc1ncccc1-c1ccc(C(=O)CCC(=O)O)cc1 returned mcGAS lum -14, NPYLR7 ag 1 and hcGAS lum -2.
CC(C)CN(Cc1cccc(OS(C)(=O)=O)c1)S(=O)(=O)c1ccc(Br)cc1 was read as mcGAS lum -5, NPYLR7 ag -6 and hcGAS lum -5.
Screening O=C(/C=C/c1ccccc1Cl)N1CCC(Cc2ccc(-c3ccccc3)cc2)CC1 returned mcGAS lum 1, NPYLR7 ag 4 and hcGAS lum 1.
Cc1ccccc1CC(=O)N1CCOC(COCc2ccc(F)cc2Cl)C1 (centres undefined) was read as NPYLR7 ag 19 and hcGAS lum -10.
Screening Cc1cc(C)c(/C=N\O)c(C)c1/C=N\O returned NPYLR7 ag 5 and hcGAS lum -7.
CCOC(=O)C1=C(C)NC2=C(C(=O)CC(c3ccc(OC)cc3)C2)C1c1cccc(F)c1 (centres undefined) was read as mcGAS lum -6, NPYLR7 ag -3 and hcGAS lum -2.
Screening CCN(CC)CCN(C(=O)c1ccc2c(c1)OCCO2)c1nc2c(F)cc(F)cc2s1 returned mcGAS lum -7, NPYLR7 ag -9 and hcGAS lum -6.
Fc1ccc(Nc2nc(-c3ccc(Cl)cc3)nc3ccccc23)cc1 was read as mcGAS lum -3, NPYLR7 ag 18 and hcGAS lum 1.
For COc1ccc(CN(CCN2CCOCC2)CC(O)COCC(C)C)cc1OC (centres undefined) the results were mcGAS lum -5, NPYLR7 ag 15 and hcGAS lum -1.
CNC(=O)c1nnc2n1CCN(C(=O)c1ccc(Oc3ccccn3)cc1)C2 was read as NPYLR7 ag 6 and hcGAS lum -7.
c1ncc(-c2cc(NC3CCCC3)nc3[nH]ccc23)cn1 was read as mcGAS lum -14, NPYLR7 ag 4 and hcGAS lum 2.
Screening COc1ccc(Br)c(C(=O)Nc2cc(C(=O)Nc3ccc(F)c(F)c3)ccc2N2CC3CC(C2)c2cccc(=O)n2C3)c1 (centres undefined) returned NPYLR7 ag -7 and hcGAS lum -3.
O=C(O)C1CCN(S(=O)(=O)c2ccc(Br)s2)CC1 was read as NPYLR7 ag 0 and hcGAS lum -2.

Structural class: those above containing bromine.
Screening CC1C(=O)N(c2cccc(Br)c2)CCN1C(=O)c1ccco1 (centres undefined) returned NPYLR7 ag -2 and hcGAS lum 2.
CC(C)CN(Cc1cccc(OS(C)(=O)=O)c1)S(=O)(=O)c1ccc(Br)cc1 was read as mcGAS lum -5, NPYLR7 ag -6 and hcGAS lum -5.
Screening COc1ccc(Br)c(C(=O)Nc2cc(C(=O)Nc3ccc(F)c(F)c3)ccc2N2CC3CC(C2)c2cccc(=O)n2C3)c1 (centres undefined) returned NPYLR7 ag -7 and hcGAS lum -3.
O=C(O)C1CCN(S(=O)(=O)c2ccc(Br)s2)CC1 was read as NPYLR7 ag 0 and hcGAS lum -2.

Other records.
`COc1cc(CSc2nc(CC(=O)NCc3ccccc3Cl)cs2)cc(OC)c1` gave mcGAS lum -7 and hcGAS lum -5.
`CCOC(=O)N1CCC(NCc2c(C(=O)N(C)Cc3ccccc3)nc3ccccn23)CC1` gave mcGAS lum -3, NPYLR7 ag 0&10 and hcGAS lum -1&-7.
Screening CCN(Cc1ccncc1)C1CCCN(Cc2ccc(Oc3ncccn3)cc2)C1 (centres undefined) returned mcGAS lum -11 and hcGAS lum -5.
`CN(Cc1nccn1CC(F)(F)F)CC1OCCc2ccccc21` (centres undefined) gave NPYLR7 ag -2 and hcGAS lum -7.
For O=C(NCC1CNCCOC1)NS(=O)(=O)c1ccccc1 (centres undefined) the results were mcGAS lum -12, NPYLR7 ag 17 and hcGAS lum -9.
Cc1ccc(N2C(=O)NC3CC2(C)Oc2ccccc23)cc1 (centres undefined) was read as mcGAS lum -7, NPYLR7 ag -1 and hcGAS lum -12.
For CCNC(=O)Cn1c(CO)c[nH]c1=S the results were NPYLR7 ag -4 and hcGAS lum -12.
COC1CCCC(OC(=O)c2cnn(C)c2-n2cccc2)C1 (centres undefined) was read as NPYLR7 ag 8 and hcGAS lum -15.

Four compounds picked at random from the list so far:
`CN(Cc1nccn1CC(F)(F)F)CC1OCCc2ccccc21` (centres undefined) gave NPYLR7 ag -2 and hcGAS lum -7.
COC(=NC1CCCc2ccccc21)NC(=O)c1cccc(C(F)(F)F)c1 (centres undefined) was read as mcGAS lum -6, NPYLR7 ag 19 and hcGAS lum -6.
Screening CC1(C(=O)N2CCN(C(=O)c3ccco3)CC2)CCN1CCOc1ccccc1 (centres undefined) returned NPYLR7 ag 3 and hcGAS lum -10.
Screening CC1C(=O)N(c2cccc(Br)c2)CCN1C(=O)c1ccco1 (centres undefined) returned NPYLR7 ag -2 and hcGAS lum 2.

Screening data as filed in PubChem BioAssay.

An unsorted share of the library; about 0.26% have a hit in one of these screens.
